IDE cell inh = cellular human IDE inhibition; inhibition, % at 5.59 µM; P14735; 320,000 compounds, 0.41% hits; HEK cells, FAbetaB cleavage, fluorescence polarization;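 active means percent inhibition above the average of all tested compounds plus 3 SD, set per screening campaign, cut at about 16% in these data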;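 further: IDE supplied by intact live HEK cells; FP after avidin binding of uncleaved biotin substrate so inhibition keeps polarization high; 0% = DMSO wells and 100% = 60 µM reference IDE inhibitor Ii1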
Target sequence (P14735 whole entry, looked up): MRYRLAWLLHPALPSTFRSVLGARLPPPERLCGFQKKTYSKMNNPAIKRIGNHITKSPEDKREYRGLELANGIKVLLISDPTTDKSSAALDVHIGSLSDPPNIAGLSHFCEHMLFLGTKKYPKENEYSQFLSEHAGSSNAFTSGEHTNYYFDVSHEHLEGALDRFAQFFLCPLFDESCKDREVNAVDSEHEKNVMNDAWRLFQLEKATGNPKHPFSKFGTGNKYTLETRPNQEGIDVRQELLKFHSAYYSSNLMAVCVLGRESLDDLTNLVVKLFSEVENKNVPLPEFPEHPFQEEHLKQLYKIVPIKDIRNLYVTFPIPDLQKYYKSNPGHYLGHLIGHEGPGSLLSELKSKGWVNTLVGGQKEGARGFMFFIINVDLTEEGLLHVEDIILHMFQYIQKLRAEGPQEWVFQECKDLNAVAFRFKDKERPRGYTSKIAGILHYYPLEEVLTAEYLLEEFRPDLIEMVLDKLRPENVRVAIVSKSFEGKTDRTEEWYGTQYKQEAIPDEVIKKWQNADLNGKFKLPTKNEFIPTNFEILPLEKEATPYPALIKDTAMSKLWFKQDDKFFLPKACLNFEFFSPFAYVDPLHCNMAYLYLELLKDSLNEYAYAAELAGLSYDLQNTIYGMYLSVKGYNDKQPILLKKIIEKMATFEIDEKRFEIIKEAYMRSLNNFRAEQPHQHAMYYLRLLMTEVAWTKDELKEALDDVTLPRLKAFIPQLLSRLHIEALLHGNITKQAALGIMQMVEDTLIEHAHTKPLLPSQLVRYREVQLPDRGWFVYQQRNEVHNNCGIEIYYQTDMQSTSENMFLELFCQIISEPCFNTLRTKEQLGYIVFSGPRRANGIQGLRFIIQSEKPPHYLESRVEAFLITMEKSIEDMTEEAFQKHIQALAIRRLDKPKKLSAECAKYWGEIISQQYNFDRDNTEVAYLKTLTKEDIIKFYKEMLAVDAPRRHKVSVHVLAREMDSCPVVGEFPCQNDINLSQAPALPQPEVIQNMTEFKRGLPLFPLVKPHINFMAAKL
CRFR2-BP ag = CRF-BP/CRF-R2 complex agonism; HEK293 CRF-R2/CRF-BP, calcium dye fluorescence (FLIPR); percent of saturating CRF peptide response; activation, % at 13.2 µM; 350,000 compounds, 0.46% hits;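 active means activation of at least 50%, plus an integration ratio under a set limit after plate pattern correction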;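 further: plate controls were neutral control wells without compound for no effect and CRF at EC100 for full effect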
CRFR2-BP antag = CRF-BP/CRF-R2 complex antagonism. HEK293 CRF-R2/CRF-BP, CRF-induced calcium fluorescence. inhibition, % at 11.8 µM. 350,000 compounds, 0.59% hits. AID 588475;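 active means inhibition of the ligand-induced calcium signal above about 50% at the single tested concentration, limit read from the data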
M5 antag = CHRM5 antagonism in calcium assay; P08912; CHO-hM5 cells, Fluo-8 calcium fluorescence, ACh EC80; inhibition, % at 3 µM; 360,000 compounds, 0.59% hits; AID 624040;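 active means inhibition above a per-plate cutoff, the mean of that plate's test compounds plus 3 SD, cut at about 27% in these data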;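 further: 0% = acetylcholine EC80 with DMSO and 100% = DMSO without agonist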
CHRM4 antagonist = blocks acetylcholine activation of human M4 receptor; CHO-hM4 cells, ACh EC80, Fluo-8 calcium fluorescence; inhibition, % at 3 µM; 360,000 compounds, 0.73% hits; P08173;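 active means inhibition above its plate's cutoff, the mean inhibition of sample wells plus 3 SD, cut at about 27% in these data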;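 further: 0% = acetylcholine EC80 with DMSO and 100% = DMSO without agonist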
CHRM5 PAM = potentiates acetylcholine response at human M5 receptor; activation, % at 3 µM; CHO-K1 hM5, Fluo-8 calcium, ACh EC20 PAM; 0% = ACh EC20, 100% = ACh EC100; P08912; AID 624038; 360,000 compounds, 0.3% hits;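 active means activation above the run cutoff, the mean activation of all test compounds plus 3 SD, cut at about 18% in these data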
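Measured by: Fluo-8 calcium fluorescence; material: human M5 receptor in CHO-K1 cells; schedule: Post-acetylcholine fluorescence recording 140 s; benchmarks: low control EC20 acetylcholine (0%), high control EC100 acetylcholine (100%); read-out: Max/basal fluorescence ratio as % of EC20–EC100 ACh window; compound: single dose, 3 µM nominal final test concentration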
CHRM5 agonist = CHRM5 agonism in calcium assay; 360,000 compounds, 0.19% hits; AID 624037; CHO-K1 hM5 cells, Fluo-8 calcium fluorescence; 0% DMSO wells, 100% maximal acetylcholine response; activation, % at 3 µM; P08912;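 active means activation above the run's mean over test compounds plus 3 SD, cut at about 23% in these data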;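 further: signal is peak over basal fluorescence ratio across the kinetic read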
CHRM4 agonist = agonists of human muscarinic M4 receptor (CHRM4) | P08173 | CHO-K1 hM4/Gqi5, Fluo-8 calcium fluorescence; vehicle 0%, full acetylcholine response 100% | activation, % at 3 µM | 360,000 compounds, 0.14% hits;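 active means activation above the run mean over all test wells plus 3 SD, cut at about 32% in these data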;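 further: peak over basal fluorescence ratio per well then scaled between controls; 0% = DMSO wells and 100% = acetylcholine at EC100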
CHRM4 PAM = positive allosteric modulators of human muscarinic M4 receptor; CHO-K1 hM4/Gqi5, Fluo-8 calcium fluorescence, ACh EC20; 0% = ACh EC20, 100% = maximal ACh; 360,000 compounds, 0.4% hits; activation, % at 3 µM; P08173;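 active means activation above its plate's cutoff, the mean activation of sample wells plus 3 SD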; further: some results filed as inactive read as strong as hits
Starred values were filed as active, the others as inactive; · = not tested or not shown.

A first look (3 entries):
SMILES	IDE cell inh	CRFR2-BP ag	CRFR2-BP antag	M5 antag	CHRM4 antagonist	CHRM5 PAM	CHRM5 agonist	CHRM4 agonist	CHRM4 PAM
C[C@@H]1COc2cc(N3CCC[C@H]3CO)ccc2S(=O)(=O)N1	·	·	·	-9	-23	-1	-2	1	11
Nc1ccccc1Sc1ccccc1[N+](=O)[O-]	9	-0.1	-2	8	7	-7	-1	0	1
CC(CCc1ccccc1)NC(=O)c1ccc(-n2cncn2)c([N+](=O)[O-])c1 (stereo unspecified)	-2	-2.3	10	5	-4	1	-3	1	0

Results, repeating the preview:
SMILES	IDE cell inh	CRFR2-BP ag	CRFR2-BP antag	M5 antag	CHRM4 antagonist	CHRM5 PAM	CHRM5 agonist	CHRM4 agonist	CHRM4 PAM
C[C@@H]1COc2cc(N3CCC[C@H]3CO)ccc2S(=O)(=O)N1	·	·	·	-9	-23	-1	-2	1	11
Nc1ccccc1Sc1ccccc1[N+](=O)[O-]	9	-0.1	-2	8	7	-7	-1	0	1
CC(CCc1ccccc1)NC(=O)c1ccc(-n2cncn2)c([N+](=O)[O-])c1 (stereo unspecified)	-2	-2.3	10	5	-4	1	-3	1	0
Cc1ccc(C(C(=O)NC2CCCC2)N2CCc3ccccc32)cc1 (stereo unspecified)	-1	1.1	-10	-4	-23	5	-3	1	3
COc1ccc(CCNC(=O)[C@@H](NC(=O)N2CCn3c2nc2ccccc23)C(C)C)cc1OC	-1	0.3	2	-23	-8	16	-2	2	5
CCOc1ccc(N2CC(C(=O)N3CCCCC3)CC2=O)cc1 (stereo unspecified)	0	-1.0	3	-6	2	11	-4	2	-4
CC(C)C(=O)NC(C)C(c1cccs1)N1CCN(c2ccccc2)CC1 (stereo unspecified)	0	-1.2	27	2	4	-1	1	0	8
Cc1c(Cl)cccc1NC(=O)CCN1CCN(C)CC1	4	1.3	15	14	1	-5	0	1	1
COc1ccc(-c2c(-c3ccccc3OC)sc3ccccc23)cc1C=O	-2	1.0	0	11	1	11	-1	0	-2
CN(C(=O)COC(=O)c1ccccc1OCc1ccc(F)cc1)C1CCS(=O)(=O)C1 (stereo unspecified)	0	0.2	-2	-3	4	6	6	2	-4
CS(=O)(=O)Nc1ccc(C2=NN(S(C)(=O)=O)C(c3ccc4c(c3)OCO4)C2)cc1 (stereo unspecified)	8	-4.6	12	-1	1	3	2	1	-2
Cc1noc(C)c1CSc1nc2ccccc2c(=O)n1-c1ccccc1	-2	-1.5	12	-4	-2	3	-8	2	4
CC(=O)c1cc2c(cc1NC(=O)CN1CCOCC1)OCO2	5	0.8	0	-5	-14	-4	1	2	9
Cc1ccc(CCNC(=O)CN2C(=O)COc3ccccc32)cc1	-1	1.1	1	-2	9	-1	-1	0	0
Cc1c(C(=O)NNC(=S)NCc2ccc(Cl)cc2)oc2ccccc12	-2	-6.7	4	2	-5	-3	-1	5	6
CCOc1ccc(N2CC(C(=O)NCCN3C(=O)S/C(=C/c4cccnc4)C3=O)CC2=O)cc1 (stereo unspecified)	·	-0.2	-9	4	-7	-4	-4	1	2
Cn1nc(C(=O)Nc2sc3c(c2C#N)CCCC3)ccc1=O	12	1.5	7	-1	0	0	-5	0	-5
S=C(c1ccc2c(c1)OCO2)N1CCOCC1	2	0.5	-9	6	10	-3	1	0	-3
CCOC(=O)CNC(=O)Nc1ccccc1C(=O)OC	3	1.0	-10	-10	-7	12	-3	1	6
Cc1cccc(CNC(=O)Cn2ccc3cc(S(=O)(=O)N4CCCC4)ccc32)c1	-3	-0.8	-5	-5	-1	-1	-3	3	1
Cc1cc(CN2CCCCC2C(=O)Nc2ccc(Oc3cccnc3)cc2)oc1C (stereo unspecified)	4	-2.0	-24	-3	5	-2	-3	0	-8
COc1cccc(C(=O)Nc2ccc(NC(=O)c3ccco3)nc2)c1	9	-0.8	-5	-4	-2	-9	-3	7	5
Cc1cc2nc(-c3ccc(Cl)cc3)c(Cc3cccc(F)c3)n2c(C)c1Br	·	·	·	8	4	-6	-2	-2	-3
COc1ccc(CNC(=O)c2cnc3scc(C)n3c2=O)cc1	-1	-1.1	9	0	-10	0	1	1	0
CC(C)(C)N(Cc1ccccc1)C(=O)COC(=O)CCc1c[nH]c2ccccc12	3	-0.3	-9	20	-3	-14	1	8	-10
(list continues)
SMILES	IDE cell inh	CRFR2-BP ag	CRFR2-BP antag	M5 antag	CHRM4 antagonist	CHRM5 PAM	CHRM5 agonist	CHRM4 agonist	CHRM4 PAM
CN(C)CCCNC(=O)C[C@H]1C[C@H](C(=O)N2CCCCC2)[C@@]2(CCc3ccccc3)c3[nH]c4cc(CCC(=O)N(C)C)ccc4c3CCN2C1=O	·	2.8	-2	5	4	-1	-1	0	3
Cc1ccc(-n2cc(CN3CCC(CO)(Cc4cccc(C(F)(F)F)c4)CC3)cn2)cc1	-2	9.6	-79	2	7	1	4	20	-10
COc1cccc(C(=O)Nc2cc3c(cc2Br)OCCCO3)c1	3	-2.2	16	10	-2	-6	-2	·	-4
C=CCn1c(-c2cccc3ccccc23)n[nH]c1=S	4	-0.5	14	6	3	2	-2	-1	8
CC1(C)SC(=S)N(/N=C/c2ccccc2)C1N(O)C(=O)Nc1ccc([N+](=O)[O-])cc1 (stereo unspecified)	1	2.2	9	7	-10	-11	4	9	-5
COc1ccc(Cn2c(C)nnc2-c2cnn(C)c2N)cc1	-1	0.4	10	5	-1	2	4	1	3
O=C(C1CSC2(c3ccc(F)cc3)CCC(=O)N12)N1CCCCCC1 (stereo unspecified)	-1	0.6	4	3	-5	-7	-5	1	1
Cc1nc2ccccc2n1CCN1CCOCC1	0	-2.1	24	8	5	1	3	0	-2
CCOC(=O)N1CCC(NC(=O)CN(C)S(=O)(=O)c2cc3c(cc2Cl)NC(=O)CO3)CC1	-1	-0.4	3	-8	-20	0	0	3	5
CCOc1cc2[nH]c(=O)n(CCC(=O)NCc3ccc(OC)cc3)c(=O)c2cc1OCC	-2	-2.5	30	0	13	-3	-1	0	-4
CCC(C)(C)NC(=O)Cn1c(-c2ccc(C)cc2)noc1=O	0	-0.9	2	8	11	1	0	0	10
Nc1nonc1-n1nnc(C(=O)N/N=C/c2ccccc2Br)c1CN1CCCC1	-4	-0.2	-9	0	-8	4	-3	-2	-1
Cn1nnnc1SCc1csc(C2C(C#N)=C(N)OC3=C2C(=O)CCC3)c1 (stereo unspecified)	8	-0.2	-12	17	7	-14	-1	21	-16
CN(C)S(=O)(=O)c1cccc(NC(=O)COC(=O)c2cccc(S(=O)(=O)N3CCc4ccccc4C3)c2)c1	-5	-0.7	12	8	20	-6	0	5	-14
CC(=O)Oc1ccc(-n2c(=O)c3ccccc3c3ccccc3c2=O)cc1	1	-0.6	32	-3	-2	11	2	1	2
COc1cc(/C=N\n2cnnc2)ccc1OCC(=O)Nc1ccc(C)cc1	4	0.7	-16	1	1	-4	-5	1	-5
CC(C)[C@H](NC(=O)c1ccccc1F)C(=O)NC1CCCCCCC1	-1	-1.2	-7	-4	-16	2	4	1	19
N#Cc1ccc(NC(=S)NC(=O)CCc2ccc(S(=O)(=O)N3CCOCC3)cc2)cc1	4	0.9	6	4	-8	-4	1	2	-1
Cc1ccc(C)c(CN2CCSCC2)c1	0	0.4	-6	0	-8	1	2	-1	3
O=C(O)c1ccccc1C1Nc2ccccc2C(=O)N1CCCN1CCOCC1 (stereo unspecified)	0	-0.1	-2	4	14	9	3	0	-6
Cc1cccc(C)c1-n1nnnc1C1(C)CCC(=O)N1CCCn1ccnc1 (stereo unspecified)	·	·	·	10	4	-3	0	0	-2
COCCN(C(=O)CSc1n[nH]c(-c2ccc(OC)cc2)n1)c1c(N)n(Cc2ccccc2)c(=O)[nH]c1=O	5	0.6	-1	-4	-12	3	5	1	4
CCCCC1Cc2[nH]c(=S)[nH]c(=O)c2C(c2ccc(F)cc2)O1 (stereo unspecified)	·	·	·	4	-18	4	3	1	9
C=C(C)COc1ccc(-c2ncncc2-c2ccccc2OC)c(O)c1	5	2.9	-34	13	3	0	-6	4	-11
CN(C)/N=C/C=C1\CC/C(=C\c2ccc(F)c(F)c2)C1=O	3	4.3	-10	6	-3	0	2	1	-9
(next part)
SMILES	IDE cell inh	CRFR2-BP ag	CRFR2-BP antag	M5 antag	CHRM4 antagonist	CHRM5 PAM	CHRM5 agonist	CHRM4 agonist	CHRM4 PAM
CCCC(C(=O)Nc1ccc(S(=O)(=O)Nc2ncccn2)cc1)c1ccccc1 (stereo unspecified)	0	7.2	-15	-9	-5	1	-6	0	2
O=C(NNc1cc(N2CCOCC2)nc(N2CCOCC2)n1)c1ccc([N+](=O)[O-])cc1	·	-5.5	36	-5	-11	-9	-4	1	9
C=CCOc1ccc(CNCC2CCCO2)cc1 (stereo unspecified)	-2	0.0	-8	-1	3	2	-16	1	-8
O=C(Nc1ccc(C(=O)O)cc1)/C(=C\c1ccco1)NC(=O)c1ccccc1Cl	0	3.4	-2	0	5	2	-4	2	3
OC(CNCC(c1ccco1)N1CCCCC1)c1ccccc1 (stereo unspecified)	8	-1.6	-1	-1	-4	2	-3	1	-2
O=C(NNC(=O)c1ccccn1)c1cccc([N+](=O)[O-])c1	-1	4.2	-9	-2	0	1	0	1	-4
CC(=O)c1ccc(N2CCN(S(=O)(=O)c3ccc4c(c3)CC(=O)N4)CC2)cc1	2	2.5	3	1	-20	-6	0	1	10
CN(CC(=O)Nc1ccccc1C(F)(F)F)C(=O)CC1OC(=O)c2ccccc21 (stereo unspecified)	-1	-0.4	-1	20	6	-5	-2	1	0
CNc1c(NS(=O)(=O)c2ccc(C3CCCCC3)cc2)c(=O)oc2ccccc12	-1	3.4	15	-6	-15	14	-1	2	11
O=C(Nc1ccc(Cl)c([N+](=O)[O-])c1)c1ccc2c(c1)OCCO2	9	-0.1	17	-2	-9	-2	0	5	-2
Nc1ncnc2c1ncn2C1OCC(O)C1O (stereo unspecified)	·	·	·	-4	-11	0	2	2	10
Cc1ccc(Cl)cc1N1CCN(C(=O)CNC(=O)c2ccc(Br)o2)CC1	-3	-6.8	4	12	-10	-14	-8	6	0
NCCC(=O)N1c2ccccc2Sc2ccccc21	1	0.1	7	15	6	-32	-20	2	-9
O=C1NC(c2ccccc2OC(F)F)Oc2ccccc21 (stereo unspecified)	2	1.2	-6	-6	3	-1	-3	0	-5
CCOC(=O)Cn1nc(-c2ccccc2)ccc1=O	0	3.4	-31	11	-7	-4	0	0	7
C=C[C@]1(C)C=C2CC[C@H]3[C@@](C)(CCC[C@@]3(C)C(=O)O)[C@@H]2CC1	-2	-0.6	6	6	-6	-3	2	3	4
COc1ccc(Oc2nc3c(C)cccn3c(=O)c2/C=C(\C#N)C(N)=O)cc1	7	-0.1	-12	10	1	1	1	1	-9
CCOC(=O)C1CCN(CC(=O)Nc2cc(S(=O)(=O)N3CCOCC3)ccc2C)CC1	2	-0.6	-1	-6	-10	19*	2	2	5
COc1nc(Nc2cccc([N+](=O)[O-])c2)nc(OC)n1	6	-1.3	-1	-1	-3	2	-1	1	8
CC(C)CC(=O)Nc1cc2c3c(c1)CCN3C(=O)CC2	-4	-0.9	-2	17	-6	-3	-6	0	7

Record cards (already shown). Order of screens: IDE cell inh	CRFR2-BP ag	CRFR2-BP antag	M5 antag	CHRM4 antagonist	CHRM5 PAM	CHRM5 agonist	CHRM4 agonist	CHRM4 PAM
`COc1ccc(Oc2nc3c(C)cccn3c(=O)c2/C=C(\C#N)C(N)=O)cc1` is listed with 7	-0.1	-12	10	1	1	1	1	-9
`C=CCOc1ccc(CNCC2CCCO2)cc1` (stereo unspecified) is listed with -2	0.0	-8	-1	3	2	-16	1	-8
